Bioassay records: PubChem, National Center for Advancing Translational Sciences (NCATS)
GLP1R ag = GLP-1 receptor (human) agonism; AID 624172; P43220; HEK293 GLP-1R CRE-luciferase, luminescence, 4-6 h; cells express a hypersensitive GLP-1R form; 380,000 compounds, 0.007% hits; Potency, µM (highest dose often 45.6 µM), for inactives: at the highest dose activation, actives largely listed as activators; note: potency is the fitted concentration of half-maximal effect; % of control where 0% means no effect
Target sequence (P43220 whole entry, looked up): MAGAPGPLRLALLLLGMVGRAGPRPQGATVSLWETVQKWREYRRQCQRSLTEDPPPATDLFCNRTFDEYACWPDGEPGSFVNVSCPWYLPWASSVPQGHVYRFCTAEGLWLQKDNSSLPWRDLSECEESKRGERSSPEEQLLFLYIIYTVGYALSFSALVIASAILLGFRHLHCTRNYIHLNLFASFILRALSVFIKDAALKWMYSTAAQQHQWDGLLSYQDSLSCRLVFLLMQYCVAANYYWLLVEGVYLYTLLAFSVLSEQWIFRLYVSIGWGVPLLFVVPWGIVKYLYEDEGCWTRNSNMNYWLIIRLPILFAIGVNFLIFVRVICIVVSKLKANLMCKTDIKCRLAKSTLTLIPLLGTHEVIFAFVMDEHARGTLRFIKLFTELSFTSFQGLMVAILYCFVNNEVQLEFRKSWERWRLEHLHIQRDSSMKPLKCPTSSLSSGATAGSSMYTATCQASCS
HT1080 IDH1KD tx = HT-1080 IDH1 knockdown cell toxicity (counter line) | Potency, µM (titrated, usually from 46.1 µM), for inactives: top-dose activity, negative = toxicity, actives largely listed as cytotoxic | HT-1080 IDH1 knockdown viability, ATP luminescence, 48 h | 360,000 compounds, 2% hits;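 note: potency is the fitted concentration of half-maximal effect; 0% = DMSO wells and -100% = cell-free medium wells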
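HT-1080-IDH1KD cells (IDH1 knocked down), 750/well in RPMI with 5% FBS, treated with compound 48 h at 37 degrees C. Viability by CellTiter-Glo luminescence, normalised to DMSO and no-cell wells; concentration-response curves classed.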
KB-3-1 cytotox = KB-3-1 parental cell cytotoxicity; 400,000 compounds, 1.4% hits; Potency, µM (series often up to 46.1 µM), without a hit: at the top dose activity change, negative = cytotoxic, usual class: cytotoxic; KB-3-1 viability, CellTiter-Glo ATP luminescence, 72 h; note: potency is the fitted concentration of half-maximal effect; % is set by controls: 0 for no effect and ±100 for the full control effect; nearly all actives have a fitted effect of over 60% in size
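Here the drug-naive KB-3-1 line serves as comparator for MDR sub-line selectivity; cells received compound titrations, 72 h at 37 °C, then CellTiter-Glo readout.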
DRD3 agonist = activates the human D3 dopamine receptor; P35462; D3R DiscoveRx beta-arrestin cells, luminescence, 90 min; max activation, %; 410,000 compounds, 0.58% hits; AID 652048; in the data active = max activation above about 30%; note: 0% is about no effect; mostly tested at two doses, the higher about 12 µM
Target sequence (P35462 whole entry, looked up): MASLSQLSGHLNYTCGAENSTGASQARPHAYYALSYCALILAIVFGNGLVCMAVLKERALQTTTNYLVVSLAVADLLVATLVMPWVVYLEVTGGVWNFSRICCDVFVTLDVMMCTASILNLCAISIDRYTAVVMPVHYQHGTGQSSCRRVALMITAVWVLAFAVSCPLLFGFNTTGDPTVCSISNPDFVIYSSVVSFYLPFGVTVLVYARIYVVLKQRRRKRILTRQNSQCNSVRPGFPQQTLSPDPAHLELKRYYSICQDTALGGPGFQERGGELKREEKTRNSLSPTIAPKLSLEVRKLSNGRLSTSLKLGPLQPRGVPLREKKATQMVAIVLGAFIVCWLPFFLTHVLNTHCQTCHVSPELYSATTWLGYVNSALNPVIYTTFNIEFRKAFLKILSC
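Agonist-mode cell screen: cells plated at 1500/well and incubated overnight at 37 °C, then exposed to library compounds for 90 min at 37 °C. Detection reagent was added for 30–60 min at room temperature, and luminescence was read.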
DRD3 antagonist = blocks the human D3 dopamine receptor; P35462; D3R cells, DiscoveRx beta-arrestin luminescence, antagonist mode; stronger effect = lower value; 360,000 compounds, 2.5% hits; max response, negative = inhibition, %; in the data active = max response below about -50%; inconclusive = no clear call, values can overlap the other calls; note: % is set by controls: 0 for no effect and ±100 for the full control effect; mostly tested at two doses, the higher about 12 µM
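Cells plated overnight at 1500 cells/well, then exposed to library compounds with dopamine controls for 90 minutes at 37 degrees C. DiscoveRx reagent added for 30–60 minutes at room temperature; luminescence read, quantitative HTS format.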
SW480 rereplic = induces DNA re-replication in SW480 colon adenocarcinoma cells | SW480 DNA re-replication, Hoechst DNA content imaging, 48 h | Potency, µM (highest dose often 46.1 µM), for inactives: at the top dose re-replication activation, most hits filed as activators | 340,000 compounds, 1.8% hits | AID 624297; note: potency is the fitted concentration of half-maximal effect; % of control where 0% means no effect; nearly all actives have a fitted effect of over 55% in size
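Readout is total intensity of Hoechst-stained nuclei, excited at 405 nm and collected at 500-530 nm. Compound treatment lasted 48 hr at 37 C in 5% CO2 before staining.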
IL1B secr inh = blocks inflammasome-driven IL-1 beta release; THP-1 LPS/ATP IL-1B secretion, AlphaLISA, 16 h; stronger effect = lower value; activity change, % at 57.5 µM; AID 743279; 360,000 compounds, 4.7% hits; in the data active = activity change below about -50%; inconclusive = mostly about -30% to -49%; note: % is set by controls: 0 for no effect and ±100 for the full control effect
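Secreted IL-1B measured by AlphaLISA bead assay after 16 h compound exposure of THP-1 cells; compounds (final up to 57.5 uM) added 1 h before LPS (250 ng/mL) and ATP (1.25 mM) stimulation; lower signal means less secretion.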
KB-V1 MDR tox = KB-V1 MDR subline cytotoxicity; KB-V1 MDR cells viability, CellTiter-Glo, 72 h; Potency, µM (titrated, usually from 46.1 µM), inactives show at the top dose activity change, negative = cytotoxicity, most hits filed as cytotoxic; 400,000 compounds, 3.4% hits; note: potency is the fitted concentration of half-maximal effect; % is set by controls: 0 for no effect and ±100 for the full control effect; nearly all actives have a fitted effect of over 60% in size
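Readout: CellTiter-Glo luminescence, 10 min after addition. Cells: KB-V1 MDR subline, 72 h at 37 degrees C with compound. Analysis: corrected, normalized data fitted to concentration-effect curves.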
HT1080NT lethal = kills 2HG-producing HT-1080-NT fibrosarcoma cells; HT-1080-NT fibrosarcoma viability, CellTiter-Glo ATP luminescence, 48 h; Potency, µM (doses to about 46.1 µM), without a hit: top-dose activity, negative = less viability, hits mostly cytotoxic; 360,000 compounds, 1.6% hits; AID 686970;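 note: NT is the 2HG producing partner of a matched IDH1 knockdown line; potency is the fitted concentration of half-maximal effect; 0% = DMSO-treated cells and -100% = media-only wells without cells; nearly all actives have a fitted effect of over 55% in size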
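Toxicity toward the 2HG-producing NT line was scored as %Activity, normalised to DMSO and no-cell wells, from CellTiter-Glo luminescence after 48 hours' treatment.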
* = called active by the depositor; i = inactive; ? = inconclusive; . = not tested or not shown. Unless noted, calls come from the whole dose curve; as a rule, active = well fitted curve in the direction sought with a large enough effect; inconclusive = small, poorly fitted or top-dose-only effect, or another doubt; inactive = no such curve, though single readings can be large; an effect the other way counts as inactive or inconclusive.

SMILES	GLP1R ag	HT1080 IDH1KD tx	KB-3-1 cytotox	DRD3 agonist	DRD3 antagonist	SW480 rereplic	IL1B secr inh	KB-V1 MDR tox	HT1080NT lethal
COc1ccc(C(=O)NCCCNC(=O)c2cc3ccccc3[nH]2)cc1OC	-1%	-6%	-3%	-3	-3	-3%	47	-3%	-16%
Cc1cccc(C(=O)NCc2nnc(SCC(=O)NC3=NCCS3)n2C)c1	-1%	14%	-3%	4	-9	-1%	-10	-1%	-2%
Cc1csc(N=Nc2ccc(N(C)C)cc2)[n+]1[O-]	-7%	?	?	-20	-102*	.	-80*	2%	?
COC(=O)CCCC(=O)N1CCCC(CCC(=O)NCc2ccc(F)c(F)c2)C1 (stereo not drawn)	5%	13%	-2%	-16	2	-6%	?	7%	6%
CCC(=O)Nc1cccc(C(=O)/C=C/c2ccc(F)cc2)c1	-5%	?	?	-14	?	10µM*	-80*	-3%	-30%
CC(/C=N\NC(=O)c1ccc(C)nc1)=C\c1ccccc1	3%	7%	18%	3	8	-17%	-8	20%	22%
c1ccc2sc(NC3=NCN(CC4CCCO4)CN3)nc2c1 (stereo not drawn)	11%	1%	-21%	1	4	6%	0	-3%	9%
Cc1cccc2cc(C(c3nnnn3CC3CCCO3)N3CCOCC3)c(=O)[nH]c12 (stereo not drawn)	-8%	-5%	10%	10	2	3%	-12	0%	2%
O=C(N/N=C/c1cn(-c2ccccc2)nc1-c1cccnc1)c1ccc(F)cc1	6%	-26%	-1%	0	20	3%	?	6%	-22%
COc1ccc(-c2cc3ncc(C(=O)c4cc([N+](=O)[O-])ccc4O)cn3n2)cc1	-5%	.	-10%	-22	.	.	.	4%	.
CCn1cc(C(=O)N2CCN(c3ccc(F)cc3)CC2)c2cc(OC)c(OC)cc2c1=O	18%	-2%	2%	4	-19	?	0	-4%	-2%
CC(NS(=O)(=O)OCC(Cl)(Cl)Cl)c1ccc(Br)cc1 (stereo not drawn)	1%	3%	12%	-1	?	-1%	21	29%	25%
CCCNC(=O)CN(C)S(=O)(=O)c1c(C)cc(C)cc1C	6%	13%	-4%	-1	13	5%	4	?	9%
CN(CC(=O)NCc1ccco1)CC(=O)Nc1ccc(F)c(F)c1F	5%	-7%	10%	-4	5	0%	15	3%	-5%
NC1=NC(=O)S/C1=C\c1ccc(O)cc1	1%	2%	-7%	2	-10	-2%	-10	?	14%
CCC(CC)=N/N=C/c1c(O)n(CC)c2cc(C3=NNC(=O)CC3)ccc12	16%	-7%	3%	-2	-53*	-6%	-11	-1%	-14%
Cc1ccc(OCc2nnc(SCC(=O)CC(=O)Nc3ccccc3)o2)cc1	-5%	-9%	21%	-2	3	1%	-19	22%	-24%
Cc1c(N=C2SCC(=O)N2/N=C/c2ccccc2Cl)c(=O)n(-c2ccccc2)n1C	3%	-4%	-9%	2	-14	25%	-14	23%	-6%
CCOC(=O)CC(=O)CSc1nc2c(c(C)c1C#N)CCC2	-12%	-16%	2%	0	11	?	11	-6%	8%
COc1cccc(NC(=O)/C=C/c2ccccc2[N+](=O)[O-])c1	4%	-21%	?	4	-3	-7%	-9	?	-17%
COc1ccc(NC(=O)C2c3ccccc3OCC(=O)N2Cc2ccc3c(c2)OCO3)cc1 (stereo not drawn)	10%	0%	21%	-2	11	.	1	-14%	6%
CN(c1ccccc1)c1nc(N)c([N+](=O)[O-])c(Nc2ccccc2F)n1	?	-10%	-11%	-9	12	-3%	0	3%	-28%
O[C@H]1C[C@H](c2ccc(Cl)cc2)N(Cc2cccs2)C[C@@H]1n1cc(-c2ccc(F)cc2)nn1	2%	?	?	0	1	.	-25	?	?
COc1cccc(NS(=O)(=O)c2ccc(Br)s2)c1	3%	9%	3%	-4	?	1%	4	0%	9%
CC(C)(C)C(=O)/C(C#N)=C/c1cccs1	10%	11%	-5%	-4	8	-1%	-18	14%	21%
CSc1ncccc1C(=O)OCC(=O)NC12CC3CC(CC(C3)C1)C2	3%	0%	32%	-1	6	-8%	27	6%	3%
COc1cc2c(cc1OC)CN(C(=O)COc1ccc(C)c(C)c1)CC2	16%	-12%	19%	2	8	-4%	-2	-16%	-10%
Cc1ccc(C(C)C)c(OCC(=O)NC(=S)Nc2ccccc2N2CCOCC2)c1	0%	?	-6%	7	20	-2%	0	4%	?
CC1CCN(C(=O)CSc2nc3c(c(=O)n2C)SC(C)C3)CC1 (stereo not drawn)	1%	-1%	-5%	-7	0	-8%	i	?	-6%
Cc1ccc(C2C(C(=O)c3cccs3)=C(O)C(=O)N2CCN2CCOCC2)o1 (stereo not drawn)	-5%	4%	5%	-2	?	-9%	-5	16%	18%

A different layout for some results above:
Each structure is followed by: GLP1R ag	HT1080 IDH1KD tx	KB-3-1 cytotox	DRD3 agonist	DRD3 antagonist	SW480 rereplic	IL1B secr inh	KB-V1 MDR tox	HT1080NT lethal
> Cc1c(N=C2SCC(=O)N2/N=C/c2ccccc2Cl)c(=O)n(-c2ccccc2)n1C
  3%	-4%	-9%	2	-14	25%	-14	23%	-6%
> CCOC(=O)CC(=O)CSc1nc2c(c(C)c1C#N)CCC2
  -12%	-16%	2%	0	11	?	11	-6%	8%
> COc1cccc(NC(=O)/C=C/c2ccccc2[N+](=O)[O-])c1
  4%	-21%	?	4	-3	-7%	-9	?	-17%
> COc1ccc(NC(=O)C2c3ccccc3OCC(=O)N2Cc2ccc3c(c2)OCO3)cc1 (stereo not drawn)
  10%	0%	21%	-2	11	.	1	-14%	6%
> CN(c1ccccc1)c1nc(N)c([N+](=O)[O-])c(Nc2ccccc2F)n1
  ?	-10%	-11%	-9	12	-3%	0	3%	-28%
> O[C@H]1C[C@H](c2ccc(Cl)cc2)N(Cc2cccs2)C[C@@H]1n1cc(-c2ccc(F)cc2)nn1
  2%	?	?	0	1	.	-25	?	?
> COc1cccc(NS(=O)(=O)c2ccc(Br)s2)c1
  3%	9%	3%	-4	?	1%	4	0%	9%

Next entries follow.
SMILES	GLP1R ag	HT1080 IDH1KD tx	KB-3-1 cytotox	DRD3 agonist	DRD3 antagonist	SW480 rereplic	IL1B secr inh	KB-V1 MDR tox	HT1080NT lethal
C=C(C)C(=O)Nc1cccc(C2=NOC3(C2)C[C@H](C(N)=O)N(C(=O)C(c2ccccc2)c2ccccc2)C3)c1 (stereo partly drawn)	14%	0%	9%	-7	?	-2%	9	?	-3%
C#CCOCCOCCOCCNc1nc(N2CCN(C(=O)[C@H](CCCCN)n3cc(CN)nn3)CC2)nc(N2CCN(C(=O)[C@H](CCC(=O)O)n3cc(CN)nn3)CC2)n1	0%	1%	0%	10	8	-1%	37	0%	3%
CS(=O)(=O)N(CC(=O)Nc1ccccc1-c1ccccc1)c1ccccc1	15%	-1%	0%	-3	5	-1%	-6	0%	-14%
Cc1ccc(S(=O)(=O)N(C)CCCC(=O)N2CCN(C=O)CC2)cc1	-12%	5%	0%	22	22	-5%	23	0%	2%
COc1cc(OC)nc(Oc2ccccc2C(=O)Oc2ccccc2Cl)n1	1%	0%	0%	-7	-19	-4%	6	6%	9%
O/N=C1\CC/C(=N\O)c2nn(-c3ccc(Cl)cc3Cl)nc21	17%	-18%	27%	1	23	-1%	-51*	?	-23%
O=C(CN1C(=O)CC(c2ccco2)Sc2ccccc21)NC1CCCCC1 (stereo not drawn)	-4%	-8%	-3%	5	-4	-2%	-5	-5%	12%
CCCN(CCC)c1ncnc2nc[nH]c12	-3%	1%	5%	3	17	-7%	20	6%	-16%
CC1COCC(C)N1C1=C(Cl)C(=O)c2ccccc2C1=O (stereo not drawn)	-4%	18µM*	?	-9	-58*	?	?	?	-26%
Cc1ccc(S(=O)(=O)CNC(=S)c2cccc(C)c2)cc1	-18%	?	12%	8	-8	-3%	-3	35%	?
CC(=O)Nc1ccc(NC(=O)c2cc([N+](=O)[O-])cc([N+](=O)[O-])c2)cc1	10%	-2%	26%	0	9	0%	41	9%	-5%
Cc1noc(NS(=O)(=O)c2ccc(NC(=O)CCC3CCCCC3)cc2)c1C	-3%	14%	7%	-1	-18	-3%	46	6%	9%
NC(=O)C1C(=O)c2ccccc2C1(C[N+](=O)[O-])c1ccccc1 (stereo not drawn)	0%	-2%	-8%	-15	-9	-9%	-6	-7%	-2%
CC(C)(C)OC(=O)N1CCC(NC(=O)c2[nH]cnc2C(=O)Nc2ccccc2)CC1	10%	5%	1%	7	21	-9%	-4	5%	11%
CNC(=O)/C(C#N)=C/c1ccc(-c2ccc(Cl)cc2)o1	13%	1%	17%	6	-5	-7%	0	-21%	5%
COC(=O)c1c[nH]n2c(=O)c(Cc3ccc(F)cc3Cl)c(C)nc12	-8%	?	-21%	-3	20	-8%	5	16µM*	?
